# Apaf-1 inh: inhibitors of human Apaf-1 apoptosome, primary screen, biochemical, DEVD-Rh110 fluorescence, uHTS. Apoptotic protease-activating factor 1 (Homo sapiens), O14727. reconstituted apoptosome caspase-3 activity. inhibition, % at 20 µM. hit rate 0.71% among 330,000; active = inhibition of at least 40% at 20 µM;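 also: plate controls were DMSO wells for no effect and DEVD-CHO caspase inhibitor wells for full effect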
#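 detection = Rh110 fluorescence intensity | test system = biochemical Apaf-1 apoptosome reconstitution | also added = cytochrome c and DEVD-Rh110 substrate | schedule = 30 min plus 50 min, RT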
# SENP1 FRET inh: human SENP1 catalytic domain inhibitors, primary screen, biochemical, FRET, uHTS; Sentrin-specific protease 1 (Homo sapiens), Q9P0U3; recombinant SENP1 catalytic domain, CyPet-SUMO1-YPet FRET cleavage; inhibition, % at 10 µM; hit rate 0.21% among 360,000; AID 624204, 2012;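 active = inhibition at least 30% at 10 µM, raw YFP signal under a set limit, fluorescence ratio 0.5 to 1.5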;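 also: 0% = enzyme with DMSO and 100% = no enzyme wells; some results filed as inactive read as strong as hits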
# Target sequence (Q9P0U3 419-644 limits assumed): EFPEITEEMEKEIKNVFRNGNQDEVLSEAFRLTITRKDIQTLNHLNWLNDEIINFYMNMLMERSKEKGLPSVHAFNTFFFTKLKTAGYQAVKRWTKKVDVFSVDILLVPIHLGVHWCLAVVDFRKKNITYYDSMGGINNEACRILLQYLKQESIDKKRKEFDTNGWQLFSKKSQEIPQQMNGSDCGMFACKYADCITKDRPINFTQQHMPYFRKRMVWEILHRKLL
#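 Test system: recombinant human SENP1 catalytic domain, His6-tagged / Medium: pH 8 Tris buffer with EDTA, NaCl, BME, BSA, NP40, catalase / Also added: SUMO1 FRET substrate flanked by Cypet and Ypet, 25 nM / Times: 50 min reaction at room temperature / Signal: FRET, CFP and YFP emission / Control set: no-enzyme low control and enzyme-plus-DMSO high control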
# NALP3 yeast inh: NALP3 inflammasome inhibitors in reconstituted yeast, primary screen, luminescence, uHTS; Yeast reconstituted NLRP3/ASC/caspase-1, beta-gal luminescence, 24 h; inhibition, % at 10 µM; hit rate 0.39% among 330,000; AID 2825, 2010;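 active = inhibition of 50% or more; inactive = inhibition below 50%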;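 also: plate controls were induced DMSO wells for no effect and uninduced yeast grown without galactose for full effect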
# HKDC1 inhibitor: HKDC1 hexokinase inhibitors, primary screen, biochemical, fluorescence, uHTS. recombinant HKDC1, G6PDH/diaphorase resazurin coupled fluorescence. AID 493160, 2011. hit rate 0.16% among 340,000. inhibition, % at 20 µM;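 active = inhibition above about 35% when tested at 20 µM, limit read from the data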;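 also: plate controls were DMSO wells with enzyme for no effect and DMSO wells lacking enzyme for full effect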
#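 Test system: recombinant HKDC1 (HK5) hexokinase enzyme, produced in-house / Doses: 20 µM test compound, 1% DMSO / Timing: 90 min, room temperature / Detection: G6PDH/diaphorase-coupled fluorescence, 1 mM NADP, 100 µM resazurin, 525/613 nm / Control set: DMSO wells with and without enzyme mix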
# SENP6 inh: SENP6 protease inhibitors, primary screen, biochemical, luminescence, uHTS | Sentrin-specific protease 6 (Homo sapiens), Q9GZR1 | Recombinant SENP6 catalytic domain, aminoluciferin luminescence | inhibition, % at 10 µM | hit rate 1.8% among 330,000;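 active = inhibition above about 50% at the single tested dose, limit read from the data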;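 also: plate controls were DMSO wells with enzyme for no effect and DMSO wells lacking enzyme for full effect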
# Target sequence (Q9GZR1 628-1112 limits assumed): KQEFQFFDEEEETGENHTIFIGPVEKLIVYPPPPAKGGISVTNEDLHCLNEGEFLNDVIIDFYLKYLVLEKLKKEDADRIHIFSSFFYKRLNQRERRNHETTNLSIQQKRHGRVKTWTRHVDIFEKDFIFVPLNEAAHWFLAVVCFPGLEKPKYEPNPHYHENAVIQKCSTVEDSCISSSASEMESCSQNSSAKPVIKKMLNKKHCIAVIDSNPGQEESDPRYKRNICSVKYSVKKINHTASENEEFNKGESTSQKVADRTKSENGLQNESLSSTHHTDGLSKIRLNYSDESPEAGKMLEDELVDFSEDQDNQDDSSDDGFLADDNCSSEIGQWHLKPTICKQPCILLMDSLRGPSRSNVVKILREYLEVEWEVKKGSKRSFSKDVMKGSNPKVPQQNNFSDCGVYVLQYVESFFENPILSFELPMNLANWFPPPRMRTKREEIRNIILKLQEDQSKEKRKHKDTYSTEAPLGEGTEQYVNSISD
# SENP8 block-1: SENP8 protease inhibitors, primary screen, biochemical, luminescence | AID 2540, 2010 | inhibition, % at 10 µM | hit rate 1.2% among 330,000 | Sentrin-specific protease 8 (Homo sapiens), Q96LD8 | purified SENP8, Z-RLRGG-aminoluciferin cleavage; in the data active = inhibition above about 50%
# Target sequence (Q96LD8 whole entry, looked up): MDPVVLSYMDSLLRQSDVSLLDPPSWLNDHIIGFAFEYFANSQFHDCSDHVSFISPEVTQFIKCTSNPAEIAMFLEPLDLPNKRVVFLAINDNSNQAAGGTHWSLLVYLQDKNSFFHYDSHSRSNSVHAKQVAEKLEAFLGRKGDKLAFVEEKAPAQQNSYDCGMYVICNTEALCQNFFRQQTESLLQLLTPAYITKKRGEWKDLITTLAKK
# SENP7 inh: SENP7 protease inhibitors, primary screen, biochemical, luminescence, uHTS; recombinant SENP7, Z-RLRGG-aminoluciferin luminescence, 40 min; inhibition, % at 5 µM; hit rate 1.5% among 330,000; AID 434973, 2010;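 active = inhibition above about 50% at the single test dose, limit read from the data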;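 also: plate controls were DMSO with enzyme for no effect and no enzyme buffer wells for full effect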
# PfG6PD inh: PfG6PD enzyme inhibitors, primary screen, biochemical, fluorescence intensity, uHTS | glucose-6-phosphate dehydrogenase-6-phosphogluconolactonase (Plasmodium falciparum 3D7) | PfGluPho enzyme, NADPH resazurin-diaphorase fluorescence | inhibition, % at 20 µM | hit rate 0.78% among 350,000 | AID 504690, 2011;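 active = inhibition reaching at least a set limit at 20 µM in the primary screen, cut at about 59% in these data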;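 also: 0% = DMSO wells with substrate and 100% = DMSO wells lacking glucose-6-phosphate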
# SENP8 block-2: human SENP8 protease inhibitors, primary screen, biochemical, fluorescence, Nedd8 protein substrate, uHTS; recombinant SENP8; inhibition, % at 20 µM; AID 602440, 2012; Sentrin-specific protease 8 (Homo sapiens), Q96LD8; hit rate 0.64% among 360,000; in the data active = inhibition mostly above about 40%, no sharp cut-off; inactive = mostly below about 27%
# * marks the source's active call; other numbers are inactive results; . = no result given.
no.	structure	Apaf-1 inh	SENP1 FRET inh	NALP3 yeast inh	HKDC1 inhibitor	SENP6 inh	SENP8 block-1	SENP7 inh	PfG6PD inh	SENP8 block-2
1	O=C(Cc1ccc(Cl)cc1Cl)OCC(=O)c1ccc[nH]1	13	-1	35	1	-7	-9	-15	11	6
2	COc1ccccc1N1CCN(C(=O)CCC(=O)Nc2nnc(CC(C)C)s2)CC1	2	3	17	0	3	-5	-2	-6	4
3	CCOC(=O)c1ccc(COC(=O)c2ccc3c(c2)-c2ccccc2C3=O)cc1	18	2	4	1	-9	2	7	-2	35
4	CCOc1ccc(C(=O)OCC(=O)Nc2cc(S(=O)(=O)N3CCOCC3)ccc2N2CCOCC2)cc1	.	-1	.	3	.	.	.	0	15
5	Cc1ccsc1CNn1cnnc1SCc1ccc(Cl)cc1	23	1	13	-3	-8	0	7	26	13
6	CN=C1SC(CC(=O)Nc2ccc(C(=O)O)cc2)C(=O)N1C (stereo unspecified)	-15	1	1	-11	-5	-3	3	-11	16
7	COc1cccc(OC)c1CN1CCCC(C(=O)c2ccccc2SC)C1 (stereo unspecified)	16	1	6	-8	-26	-16	-8	9	-1
8	Cc1oc(-c2ccccc2)cc1C(=O)Nc1cccc(/C=C/C(=O)O)c1	4	0	2	-3	9	-2	2	-6	9
9	CC(C)NC(=O)/C(C#N)=C\c1ccc(N(C)C)o1	1	-48	21	20	-21	-2	4	-9	25
10	COC(=O)c1ccccc1NC(=O)CSc1nncn1-c1ccccn1	0	-1	6	-5	11	2	-3	-8	-2
11	CCC1CCCCN1CCCNC(=O)C1CCN(c2ncnc3c2nc2n3CCCCC2)CC1 (stereo unspecified)	9	-2	0	-5	-10	6	-4	21	6
12	O=C(c1ccco1)N1CCN(C(=O)C23CC4CC(CC(C4)C2)C3)CC1	-2	0	9	-6	-12	0	12	-4	11
13	C[C@@H]1CN([C@H](C)CO)C(=O)c2cc(NC(=O)Nc3ccc(C(F)(F)F)cc3)ccc2O[C@H]1CN(C)S(=O)(=O)c1ccccc1	14	2	1	1	-11	1	-4	24	2
14	Cc1cccc(C)c1OCC(=O)N1CCc2ccccc2C1	-1	0	28	-5	5	-6	0	-14	6
15	O=C(O)c1ccc(NC(=O)C(c2ccccc2)c2ccccc2)cc1	0	1	18	5	-2	-4	-3	-41	3
16	COc1ccc(NC(=O)COc2ccc(C)c(C)c2)cc1S(=O)(=O)N1CCCCC1	16	0	27	-1	-6	-28	-20	28	13
17	C[N+]1(CC(=O)OCCCc2ccccc2)CCOCC1	1	-3	-2	-7	0	6	3	6	29
18	Nc1ccc(S(=O)(=O)NC2(C(F)(F)F)NC(=O)N(c3ccc(F)cc3)C2=O)cc1 (stereo unspecified)	-2	0	25	-2	21	7	8	-17	10
19	COc1ccc(NC2CS(=O)(=O)CC2OC(=O)c2ccc(F)cc2)cc1 (stereo unspecified)	1	2	8	-4	3	3	8	10	24
20	O=C1C=C(/C=C/C2C=CC=CC2)C[C@@H](c2ccc(Cl)cc2)C1 (stereo partly specified)	29	0	-7	1	11	3	9	10	23
21	Cc1ccc(S(=O)(=O)NCC(c2cccnc2)N2CCN(Cc3ccccc3)CC2)cc1 (stereo unspecified)	11	-6	13	1	-5	-1	-2	4	3
22	O=C(CN1CCN(c2ccccn2)CC1)Nc1ccc(OC(F)(F)F)cc1	11	2	20	-3	-18	-2	-2	6	8
23	Cc1cccc(C(=O)O)c1[N+](=O)[O-]	-6	-2	8	-5	4	0	2	-6	8
24	COc1ccccc1C(=O)Nc1cccc2c1CCCC2	13	1	32	-7	-7	11	2	-3	12
25	Cc1ccc(C(c2nnnn2C(C)(C)C)N2CCN(C3CCCC3)CC2)cc1 (stereo unspecified)	3	0	12	5	-3	2	-5	2	18
26	COc1ccc([C@H]2CC(=O)C=C(c3c(OC)cccc3OC)C2)cc1	12	1	7	0	6	-4	-3	-22	5
27	Cc1ccccc1N(CC(=O)N1CCc2ccccc2C1)S(C)(=O)=O	1	2	9	-8	13	9	-3	7	10
28	COC(=O)c1c(C(=O)OC)c(-c2ccc(C)cc2)n2c1CCC2	-1	2	17	1	6	-3	-2	-9	19
29	O=C(/C=C/Sc1ccccc1)c1ccccc1	-3	2	38	36*	7	-14	-3	25	25
30	CN(C)S(=O)(=O)c1cccc(COC(=O)c2ccc3c(c2)OCO3)c1	10	0	38	-2	2	4	7	3	6

# Brought forward from above: 4 compounds, then new ones.
no.	structure	Apaf-1 inh	SENP1 FRET inh	NALP3 yeast inh	HKDC1 inhibitor	SENP6 inh	SENP8 block-1	SENP7 inh	PfG6PD inh	SENP8 block-2
27	Cc1ccccc1N(CC(=O)N1CCc2ccccc2C1)S(C)(=O)=O	1	2	9	-8	13	9	-3	7	10
28	COC(=O)c1c(C(=O)OC)c(-c2ccc(C)cc2)n2c1CCC2	-1	2	17	1	6	-3	-2	-9	19
29	O=C(/C=C/Sc1ccccc1)c1ccccc1	-3	2	38	36*	7	-14	-3	25	25
30	CN(C)S(=O)(=O)c1cccc(COC(=O)c2ccc3c(c2)OCO3)c1	10	0	38	-2	2	4	7	3	6
31	NC(=O)C1(Nc2ccccc2Cl)CCCC1	.	0	.	-6	.	.	.	0	12
32	Cc1ccc(C(c2nnnn2C2CCCCC2)N2CCN3CCCC3C2)cc1 (stereo unspecified)	8	-4	10	-4	8	0	1	-1	16
33	CCN1CCc2c(OCC(=O)N3N=C(c4cccs4)CC3c3ccc(F)cc3)cccc2C1=O (stereo unspecified)	19	-3	6	-5	-6	-8	-2	-7	-411
34	O=C(NNC(=O)c1cccnc1)NC1CCCCC1	-12	1	6	-60	-11	-2	-3	-1	8
35	CCOC(=O)c1sc(NC(=O)c2cccc(S(=O)(=O)N3CCN(C)CC3)c2)cc1C	22	0	-6	-1	3	2	4	8	-50
36	Cn1c(=O)n(C)c2cc(S(=O)(=O)NCc3ccccc3)ccc21	-7	1	-2	-7	4	5	4	12	12
37	Cc1nc2cc(NC(=O)Nc3ccc(Br)cc3)ccc2o1	-10	-1	5	-5	8	2	-2	17	-354
38	CCOc1ccc(C(=O)NCc2ccco2)cc1	3	-3	8	-3	-14	-11	-12	-4	6
39	Cc1ccc(CNC(=O)CCNC(=O)Cn2ccc3ccccc3c2=O)o1	5	2	7	-5	-8	0	15	4	-5
40	Nc1nnc(SCC(=O)N2CCCCC2)s1	7	1	13	-2	-9	2	6	2	1
41	Cc1nn(-c2ncc(C(F)(F)F)cc2Cl)c(=O)n1-c1ccccc1F	-14	-1	17	-2	-11	0	4	-9	18
42	NC(=O)N1CCCC1C(=O)Nc1ccc(Cl)c(Cl)c1 (stereo unspecified)	9	-1	-1	-3	-4	-11	-2	0	6
43	Cc1cc(S(=O)(=O)N(Cc2cccs2)Cc2ccccc2F)ccc1-n1cnnn1	22	1	9	4	-5	-5	3	30	2
44	O=C(Nc1cccc(Cl)c1)N1N=CCC1c1ccccc1 (stereo unspecified)	-12	2	15	1	-12	-2	6	20	10
45	O=S(=O)(/C=C/c1ccccc1)Nc1ccc(N2CCOCC2)cc1	7	2	20	-3	-17	-10	-6	8	13
46	CCCOC(=O)c1ccc(NC(=O)C2C3C=CC(O3)C2C(=O)O)cc1 (stereo unspecified)	4	1	10	-11	-23	-12	0	-18	12
47	CN(C)C1(CNC(=O)Nc2ccccc2)CCCCC1	2	1	0	-6	-13	-1	-1	-15	11
48	O=C(CN1C(=O)c2ccccc2S1(=O)=O)Nc1ccccn1	0	2	-3	-2	-13	1	-6	-7	6
49	COc1cc(C)c(S(=O)(=O)N2CCOCC2)cc1C(C)C	-6	3	18	-6	-14	3	3	18	14
50	COc1ccccc1NC(=O)c1cc(Sc2nncn2C)nc2ccccc12	-1	3	15	-11	-18	0	-5	-9	24
51	O=C(COc1ccc(Cl)cc1Cl)OCC(=O)c1ccc[nH]1	4	5	19	-2	-2	-3	6	5	3
52	CCN(C(=O)COC(=O)C1CCN(S(=O)(=O)c2c(Cl)cccc2Cl)CC1)C1CCCCC1	11	1	15	2	-12	4	-3	-3	16
53	O=C(NC1CCc2ccccc21)C1CCN(S(=O)(=O)c2ccc(-n3cnnn3)cc2)CC1 (stereo unspecified)	2	2	14	-4	-10	-9	-11	-9	9
54	CO/N=C/CC(=O)c1cnc(-c2ccccc2)s1	4	-2	15	-8	10	-9	0	-1	-18
55	Cc1ccc(CN2C(=O)CCC2C(=O)NCCCN2CCCC(C)C2)cc1 (stereo unspecified)	6	-4	12	-9	4	5	9	-20	28
56	Cc1cc(Nc2cccc(C)c2C)n2ncnc2n1	-2	-1	-8	-5	-7	-8	13	-24	-2

# Rewritten in transposed form: part of the list above.
32: Cc1ccc(C(c2nnnn2C2CCCCC2)N2CCN3CCCC3C2)cc1 (stereo unspecified)
33: CCN1CCc2c(OCC(=O)N3N=C(c4cccs4)CC3c3ccc(F)cc3)cccc2C1=O (stereo unspecified)

Compound | 32 | 33
Apaf-1 inh | 8 | 19
SENP1 FRET inh | -4 | -3
NALP3 yeast inh | 10 | 6
HKDC1 inhibitor | -4 | -5
SENP6 inh | 8 | -6
SENP8 block-1 | 0 | -8
SENP7 inh | 1 | -2
PfG6PD inh | -1 | -7
SENP8 block-2 | 16 | -411

# One compound at a time, as listed above:
# `O=C(NNC(=O)c1cccnc1)NC1CCCCC1` across the screens: Apaf-1 inh = -12; SENP1 FRET inh = 1; NALP3 yeast inh = 6; HKDC1 inhibitor = -60; SENP6 inh = -11; SENP8 block-1 = -2; SENP7 inh = -3; PfG6PD inh = -1; SENP8 block-2 = 8
# `O=C(NC1CCc2ccccc21)C1CCN(S(=O)(=O)c2ccc(-n3cnnn3)cc2)CC1` (stereo unspecified) across the screens: Apaf-1 inh = 2; SENP1 FRET inh = 2; NALP3 yeast inh = 14; HKDC1 inhibitor = -4; SENP6 inh = -10; SENP8 block-1 = -9; SENP7 inh = -11; PfG6PD inh = -9; SENP8 block-2 = 9
# `CO/N=C/CC(=O)c1cnc(-c2ccccc2)s1` across the screens: Apaf-1 inh = 4; SENP1 FRET inh = -2; NALP3 yeast inh = 15; HKDC1 inhibitor = -8; SENP6 inh = 10; SENP8 block-1 = -9; SENP7 inh = 0; PfG6PD inh = -1; SENP8 block-2 = -18

# Source: PubChem
